ATG4B inhibitor = ATG4B protease inhibitors, primary screen, biochemical, fluorescence, uHTS; ATG4B cleavage of LC3-PLA2, NBD-HPC fluorescence, 1 h; 0.51% of 340,000 active; inhibition, % at 8.33 µM; Cysteine protease ATG4B (Homo sapiens), Q9Y4P1; in the data active means inhibition above about 40%
A3A deaminase = APOBEC3A ssDNA deaminase inhibitors, primary screen, selectivity assay for APOBEC3G inhibitor project, biochemical, FAM/TAMRA oligo cleavage fluorescence. recombinant A3A, FAM/TAMRA ssDNA deamination fluorescence. 0.41% of 330,000 active. inhibition, % at 20 µM;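 active means at least 40% inhibition at 20 µM here, with at most 30% in a related deaminase screen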;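 further: plate controls were A3A with DMSO for no effect and wells lacking A3A enzyme for full effect; some results filed as inactive read as strong as hits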
Target sequence (P31941 whole entry, looked up): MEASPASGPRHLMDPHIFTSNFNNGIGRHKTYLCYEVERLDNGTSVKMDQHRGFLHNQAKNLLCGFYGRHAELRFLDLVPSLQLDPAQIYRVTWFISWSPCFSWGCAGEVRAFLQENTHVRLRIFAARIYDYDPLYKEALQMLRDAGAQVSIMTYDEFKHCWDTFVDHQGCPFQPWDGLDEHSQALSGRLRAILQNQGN
mIAP activ = activators of mouse IAP, primary screen, biochemical, luminescence, uHTS; intestinal alkaline phosphatase [Mus musculus]; muIAP, CDP-Star luminescence, 30 min; stronger effect = higher value; 1 = vehicle-only enzyme signal, 0 = enzyme-free wells; activation factor at 10 µM; 0.24% of 330,000 active; AID 2805, 2010;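 active means activation factor of at least 2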; further: the source names both 10 and 20 µM as test concentration; values of inactives mirror those of a sister screen read the other way
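Assay system: mouse IAP enzyme; reagent: chemiluminescent substrate CDP-Star; dosing: test compounds delivered from DMSO solution; schedule: 30 min at room temperature; measured by: luminescence from enzymatic CDP-Star hydrolysis; controls: DMSO-only wells and no-enzyme negative control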
mIAP inh = inhibitors of mouse IAP, primary screen, biochemical, luminescence, uHTS; intestinal alkaline phosphatase [Mus musculus]; purified mouse IAP, CDP-Star luminescence, 30 min; inhibition, % at 10 µM; 0.2% of 330,000 active;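 active means inhibition of at least 40% at 10 µM in the primary screen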;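 further: plate controls were DMSO with enzyme for no effect and no enzyme wells for full effect; values of inactives mirror those of a sister screen read the other way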
HKDC1 inh = HKDC1 hexokinase inhibitors, primary screen, biochemical, fluorescence, uHTS; recombinant HKDC1, G6PDH/diaphorase resazurin coupled fluorescence; inhibition, % at 20 µM; 0.16% of 340,000 active;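 active means inhibition above about 35% when tested at 20 µM, limit read from the data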;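 further: plate controls were DMSO wells with enzyme for no effect and DMSO wells lacking enzyme for full effect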
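test system = in-house recombinant HK5 (HKDC1) enzyme | amount = HKDC1 at 5 µg/mL | control set = DMSO-enzyme wells negative, buffer-substituted wells positive | compound = one dose of 20 µM, 1% DMSO | schedule = reaction time 90 min, room temperature, protected from light | technique = resorufin fluorescence at 613 nm | reagent = glucose with 1 mM ATP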
hIAP act = human IAP activators, primary screen, biochemical, luminescence, uHTS; 0.16% of 330,000 active; purified human IAP, CDP-Star luminescence, 30 min; stronger effect = higher value; 1 = vehicle-only enzyme, 0 = enzyme-free background; activation factor at 10 µM; Intestinal-type alkaline phosphatase (Homo sapiens), P09923;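 active means activation factor of the enzyme at least 2-fold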; further: the source names both 10 and 20 µM as test concentration; values of inactives mirror those of a sister screen read the other way
Target sequence (P09923 whole entry, looked up): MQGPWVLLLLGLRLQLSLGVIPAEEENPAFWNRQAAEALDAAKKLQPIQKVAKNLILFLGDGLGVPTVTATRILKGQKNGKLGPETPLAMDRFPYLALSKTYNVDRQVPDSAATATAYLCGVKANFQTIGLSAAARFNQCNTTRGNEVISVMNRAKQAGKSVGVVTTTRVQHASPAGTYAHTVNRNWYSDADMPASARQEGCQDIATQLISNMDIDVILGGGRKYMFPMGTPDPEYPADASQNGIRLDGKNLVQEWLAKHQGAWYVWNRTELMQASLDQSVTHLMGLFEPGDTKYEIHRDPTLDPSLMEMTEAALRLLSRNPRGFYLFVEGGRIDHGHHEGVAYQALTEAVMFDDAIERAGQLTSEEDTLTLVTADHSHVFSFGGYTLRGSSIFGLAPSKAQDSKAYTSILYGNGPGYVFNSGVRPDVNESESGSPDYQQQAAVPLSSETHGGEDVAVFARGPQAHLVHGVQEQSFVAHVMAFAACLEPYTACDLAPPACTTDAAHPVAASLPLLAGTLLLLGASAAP
PfGluPho inh = PfG6PD enzyme inhibitors, primary screen, biochemical, fluorescence intensity, uHTS; glucose-6-phosphate dehydrogenase-6-phosphogluconolactonase (Plasmodium falciparum 3D7); PfGluPho enzyme, NADPH resazurin-diaphorase fluorescence; inhibition, % at 20 µM; 0.78% of 350,000 active;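 active means inhibition reaching at least a set limit at 20 µM in the primary screen, cut at about 59% in these data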;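 further: 0% = DMSO wells with substrate and 100% = DMSO wells lacking glucose-6-phosphate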
hIAP inh = human IAP inhibitors, primary screen, biochemical, luminescence, uHTS; inhibition, % at 10 µM; purified IAP, CDP-Star luminescence, 30 min; Intestinal-type alkaline phosphatase (Homo sapiens), P09923; 0.12% of 330,000 active;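 active means inhibition reaching a set limit with compound at 10 µM in the primary screen, cut at about 35% in these data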;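 further: plate controls were DMSO wells with enzyme for no effect and no-enzyme buffer wells for full effect; values of inactives mirror those of a sister screen read the other way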
* = called active by the depositor.

SMILES | ATG4B inhibitor | A3A deaminase | mIAP activ | mIAP inh | HKDC1 inh | hIAP act | PfGluPho inh | hIAP inh
COCC1CCCCN1C(=O)c1cccc(OC2CCN(C(=O)C3CC3)CC2)c1 (stereo not given) | -2 | -1 | 1 | -2 | 3 | 1 | -1 | -3
CCc1nc(C#N)c(N2CCCCC2)o1 | 2 | 0 | 1 | -4 | -11 | 1 | -1 | -2
COc1ccc(-c2csc(NC(=O)CN3C(=O)C4CCCCC4C3=O)n2)cc1OC (stereo not given) | -6 | -5 | 0.99 | 1 | 1 | 1.2 | 0 | -16
Cc1ccc(-n2[nH]c(C)c(C=Nc3ccc(S(=O)(=O)Nc4nccs4)cc3)c2=O)cc1C | 19 | 0 | 1 | -1 | 9 | 1.5 | -8 | -48
O=C(CN1CCN(C(=O)c2cccs2)CC1)Nc1ccc(Br)cc1 | -9 | -5 | 1.1 | -7 | -9 | 0.98 | 5 | 2
Cc1ccc(S(=O)(=O)N2CCN(CC(=O)NC(=O)NCc3ccccc3)CC2)cc1C | -18 | -2 | 0.85 | 15 | -2 | 0.95 | -5 | 5
CCC(C)c1ccc(NC(=S)Nc2ccc(OC)cc2)cc1 (stereo not given) | 1 | -3 | 1.3 | -33 | -7 | 1 | 2 | -1
Cc1ccc(CONC(=O)c2ccccc2Cl)cc1 | -2 | 6 | 1 | -2 | -1 | 1 | -10 | -4
O=C(CNC(=O)OCc1ccccc1)NC1CCCCNC1=O (stereo not given) | 4 | 1 | 1 | -3 | -3 | 0.97 | 10 | 3
N#CCCn1c(SCC(=O)Nc2ccc(N3CCOCC3)cc2)nc2ccccc21 | -6 | -3 | 0.87 | 13 | -8 | 0.98 | 9 | 2
CN(C)CCNC(=O)COc1ccc(C23CC4CC(CC(C4)C2)C3)cc1 | 5 | 0 | 0.97 | 3 | 2 | 0.97 | 9 | 3
CCC(=O)N(Cc1ccco1)Cc1cc2cccc(C)c2n2nnnc12 | 1 | -5 | 1.1 | -12 | -5 | 1.1 | -13 | -13

Entries of single compounds as entered above. Order of values: ATG4B inhibitor	A3A deaminase	mIAP activ	mIAP inh	HKDC1 inh	hIAP act	PfGluPho inh	hIAP inh
CCC(C)c1ccc(NC(=S)Nc2ccc(OC)cc2)cc1 (stereo not given) reads 1	-3	1.3	-33	-7	1	2	-1
Cc1ccc(CONC(=O)c2ccccc2Cl)cc1 reads -2	6	1	-2	-1	1	-10	-4

Other entries.
SMILES | ATG4B inhibitor | A3A deaminase | mIAP activ | mIAP inh | HKDC1 inh | hIAP act | PfGluPho inh | hIAP inh
COc1ccc(CNC(=O)COc2ccc(S(=O)(=O)N3CCCCC3)cc2Cl)cc1 | -7 | -3 | 1.1 | -6 | 4 | 0.92 | -1 | 8
CN(C)c1nc(C#N)nc(N(C)C)n1 | -10 | 1 | 1 | -2 | -5 | 0.9 | -3 | 10
O=C(O)[C@@H](O)[C@H](O)C(=O)O | 3 | 2 | 1.1 | -6 | -4 | 1.1 | -13 | -8
COc1cccc(C(=O)NCCS(=O)(=O)NCC2CCCO2)c1 (stereo not given) | -1 | 4 | 0.91 | 9 | -3 | 1 | 0 | -2
Cc1cccc(C(=O)Oc2ccc(/C=N/NC(=O)Cc3ccc([N+](=O)[O-])cc3)cc2)c1 | -2 | 5 | 0.95 | 5 | -10 | 0.99 | -16 | 1
O=C(Nc1ccc([N+](=O)[O-])cc1)c1ccc(Cn2cc([N+](=O)[O-])cn2)cc1 | -8 | -3 | 0.95 | 5 | 8 | 1.3 | 11 | -29
COc1ccc(NS(=O)(=O)c2csc(C(=O)Nc3ccccc3)c2)cc1 | -20 | -4 | 0.97 | 3 | -4 | 0.97 | -5 | 3
Cc1cc(C)nc(NC(=O)NS(=O)(=O)N2CCCCCC2)n1 | -9 | -4 | 0.98 | 2 | 0 | 1.2 | -4 | -22
CC(C)(C)n1cc(S(=O)(=O)c2ccccc2)[nH]c1=O | 4 | -3 | 0.95 | 5 | 6 | 1 | -23 | 0
O=C(C1CC1)N1CCN=C1SCc1cccc(F)c1 | 5 | -4 | 1.1 | -7 | 9 | 0.97 | -54 | 3
COC(=O)c1sc(NC(=O)c2ccco2)c(C#N)c1C | -2 | -3 | 1.1 | -7 | 2 | 1 | 24 | -5
COC(=O)C1=NN(C(=O)c2ccc(C)cc2)C(O)(c2ccc(Cl)cc2)C1 (stereo not given) | 1 | -5 | 0.63 | 37 | -8 | 1.2 | -48 | -18
CCOC(=O)N1CCN(c2cc(NCCO)c([N+](=O)[O-])c3nonc23)CC1 | -7 | 3 | 1 | -2 | 0 | 0.94 | 15 | 6
Nc1nc2c(c(=O)[nH]1)CN(Cc1ccccc1)CC2 | -6 | -5 | 0.95 | 5 | -6 | 1 | 12 | -2
COc1ccc(NC(=O)Cn2nc(C)c3ccccc3c2=O)cc1 | 0 | -5 | 0.93 | 7 | -6 | 1.1 | -1 | -9
O=C(COc1ccc(Br)cc1)N1CCc2ccccc21 | 4 | -1 | 1.1 | -10 | 2 | 0.95 | 25 | 5
COc1ccc(CNC(=O)C(c2ccncc2)N(C(=O)Cc2cccs2)c2cccc(C)c2)cc1 (stereo not given) | -5 | 4 | 0.96 | 4 | 12 | 1.3 | -15 | -30
CCOC(=O)c1ccc(N2CN(CCc3ccccc3)CNC2=S)cc1 | -5 | -2 | 0.98 | 2 | -9 | 0.93 | -8 | 7
CN(CC(=O)NCC1CCCO1)S(=O)(=O)c1ccc(Br)cc1 (stereo not given) | 0 | -1 | 0.99 | 0 | -5 | 0.75 | -9 | 25
CCOc1ccc(S(=O)(=O)N(C)c2ccc(OCC(=O)Nc3ccccc3F)cc2)cc1 | -2 | 0 | 1 | -2 | 4 | 1 | 9 | -1
COc1ccc(OC)c(C(=O)Nc2c(O)ccc3ccccc23)c1 | -2 | 1 | 0.9 | 10 | 12 | 0.98 | 7 | 2
COCCCNC(=O)Cn1cc2c(n1)CCC(C)C2 (stereo not given) | 3 | 3 | 1.1 | -8 | -6 | 0.92 | 1 | 8
CCS(=O)(=O)c1nc(S(=O)(=O)c2ccc(C)cc2)c(N2CCOCC2)s1 | -1 | -4 | 0.99 | 1 | -2 | 1.4 | -5 | -37
CC1=C(C(=O)NCc2ccco2)C2(CCC(C)CC2)OC1=O (stereo not given) | -3 | -2 | 0.97 | 3 | -1 | 1 | 18 | 0

Compounds above with bromine, in the order listed:
SMILES | ATG4B inhibitor | A3A deaminase | mIAP activ | mIAP inh | HKDC1 inh | hIAP act | PfGluPho inh | hIAP inh
O=C(CN1CCN(C(=O)c2cccs2)CC1)Nc1ccc(Br)cc1 | -9 | -5 | 1.1 | -7 | -9 | 0.98 | 5 | 2
O=C(COc1ccc(Br)cc1)N1CCc2ccccc21 | 4 | -1 | 1.1 | -10 | 2 | 0.95 | 25 | 5
CN(CC(=O)NCC1CCCO1)S(=O)(=O)c1ccc(Br)cc1 (stereo not given) | 0 | -1 | 0.99 | 0 | -5 | 0.75 | -9 | 25

More entries.
SMILES | ATG4B inhibitor | A3A deaminase | mIAP activ | mIAP inh | HKDC1 inh | hIAP act | PfGluPho inh | hIAP inh
CN1CC(=O)N(CC(=O)Nc2ccc(F)cc2)c2ccccc2C1=O | 4 | -2 | 1.1 | -10 | -2 | 1 | -12 | -2
Cc1ccccc1Nc1cccc2nonc12 | 33 | 5 | 0.93 | 7 | -1 | 0.93 | 14 | 7
S=c1[nH]nc(-c2ccc(Cl)cc2)n1CCCN1CCOCC1 | -6 | 3 | 1 | -2 | -3 | 0.94 | 24 | 6
O=C(NCc1ccc(F)cc1Cl)C1CCN(S(=O)(=O)N2CCCCC2)CC1 | 37 | -1 | 1.1 | -11 | -1 | 0.98 | -12 | 2
O=C(CN1CCCCCC1)N1c2ccccc2Sc2ccc(C(F)(F)F)cc21 | 11 | -3 | 1 | 0 | 5 | 1 | 7 | -3
O=C1N/C(=C\c2ccc(N3CCOCC3)c(F)c2)C(=O)N1Cc1ccccc1 | -4 | 1 | 1 | -3 | -6 | 0.93 | -6 | 7
O=C(Cc1ccc(Br)cc1)N1CCN(C(=O)c2ccccc2)CC1 | -16 | 0 | 0.95 | 5 | -3 | 0.97 | 10 | 3
Cc1ccccc1NC(=O)CN1C(=O)S/C(=C\c2ccc(-c3cccc(C(=O)O)c3C)o2)C1=O | 33 | 2 | 0.91 | 9 | -2 | 1 | -31 | -4
CC(C)CNC(=O)c1cc(-c2ccco2)on1 | -3 | 9 | 1.1 | -6 | -7 | 0.93 | -3 | 8
c1ccc(COc2ccc(CN3CCN(c4ccccn4)CC3)cc2)cc1 | 8 | -3 | 1 | 0 | 3 | 1 | 11 | -4
COc1ccc(-n2c(=O)/c(=C\c3cccs3)s/c2=C(/C#N)C(=O)N2CCN(C)CC2)cc1 | -11 | -1 | 0.91 | 9 | -2 | 1 | 1 | -3
O=C(NCCN1C(=O)S/C(=C\c2cccnc2)C1=O)c1cc(S(=O)(=O)N2CCOCC2)ccc1F | -5 | 4 | 0.93 | 7 | -3 | 1 | 31 | -2

Single entries from the entries so far:
For mIAP inh, `COc1ccc(-n2c(=O)/c(=C\c3cccs3)s/c2=C(/C#N)C(=O)N2CCN(C)CC2)cc1` shows 9
For A3A deaminase, `Cc1ccccc1NC(=O)CN1C(=O)S/C(=C\c2ccc(-c3cccc(C(=O)O)c3C)o2)C1=O` shows 2
For HKDC1 inh, `O=C(NCCN1C(=O)S/C(=C\c2cccnc2)C1=O)c1cc(S(=O)(=O)N2CCOCC2)ccc1F` shows -3
For PfGluPho inh, `c1ccc(COc2ccc(CN3CCN(c4ccccn4)CC3)cc2)cc1` shows 11
For HKDC1 inh, `CC(C)CNC(=O)c1cc(-c2ccco2)on1` shows -7
For ATG4B inhibitor, `CN1CC(=O)N(CC(=O)Nc2ccc(F)cc2)c2ccccc2C1=O` shows 4

Next entries
SMILES | ATG4B inhibitor | A3A deaminase | mIAP activ | mIAP inh | HKDC1 inh | hIAP act | PfGluPho inh | hIAP inh
O=C(CCc1nc2ccccc2c(=O)[nH]1)Nc1nnc(SCc2ccc(Cl)cc2)s1 | -7 | 6 | 0.85 | 15 | -3 | 1.1 | -4 | -10
Cc1ccc(CNC(=O)c2cc(-c3ccccc3)n(Cc3cc(C)no3)n2)cc1 | 37 | -1 | 1 | -5 | 1 | 0.98 | 18 | 2
CCN1CCN(CCNC(=O)c2cc(Cl)c(NC(=O)C3=C(C)OCCS3)cc2OC)CC1 | -10 | -1 | 1 | -1 | -5 | 0.93 | 12 | 7
CCc1ccccc1NC(=O)Nc1cccn(Cc2ccc(F)cc2)c1=O | 12 | 4 | 1 | 0 | 0 | 1.2 | -2 | -18
O=C(CCc1nnc(-c2ccc3c(c2)OCO3)o1)NC(c1cccnc1)C(F)(F)F (stereo not given) | 2 | -2 | 1 | -4 | -2 | 1.1 | -14 | -12
Cc1ccc(/C=N/NC(=O)c2cc3c(s2)CCCC3)o1 | 7 | 7 | 0.95 | 5 | 2 | 1 | -3 | -3
